RmlCD inh mix = RmlC and RmlD coupled enzyme inhibitors, primary screen, biochemical, 384-well, compound mixtures, retest | RmlC/RmlD coupled enzyme inhibition, 384-well mixture HTS | AID 1532, 2009 | inhibition, % at 5.5 µM | 110,000 tested, 0.39% active; in the data active = inhibition above about 30%, passing the limit was not always enough; inconclusive = no clear call, values can overlap the other calls; also: strong numbers were not always called active
RT RNaseH block = HIV-1 RT RNase H inhibitors, primary screen, biochemical, fluorescence. 65,000 tested, 1.9% active. AID 565, 2006. inhibition, % at 10 µM. RT-RNase H RNA/DNA duplex cleavage. Gag-Pol polyprotein (Human immunodeficiency virus type 1 group M subtype B (isolate …; in the data active = inhibition above about 50%
Numbers without * were called inactive; ? = inconclusive; nt = no result given. These rows are one share of the data; count on the stated rates, not on these rows.

SMILES	RmlCD inh mix	RT RNaseH block
COc1ccc(C(=O)N2CCN(c3ccc(C)cc3)CC2)cc1OC	4	-5
COc1ccc(-n2c(=S)[nH]c3cc(C(=O)NCCCN4CCCC4=O)ccc3c2=O)cc1	nt	-3
Cc1ccc(CCNC(=O)CC2Oc3ccc(C)cc3NC2=O)cc1 (centres undefined)	-9	2
COC(=O)C1(C(=O)OC)Sc2ccccc2C1=O	22	11
CC(C)CC(NS(=O)(=O)c1ccc2c(c1)oc(=O)n2C)C(=O)N1CC=C(c2ccccc2)CC1 (centres undefined)	-10	1
Cc1nn(-c2ccccc2)c2c1/C(=N/O)CC(C)(C)C2	nt	-7
O=C(Nc1ccc(-c2nc3ccccc3s2)cc1)c1cc(-n2cnnc2)ccc1Cl	2	nt
O=C(Cn1nc(C(F)(F)F)c2c1CCCC2)NCc1ccco1	5	1
Cc1ccc(-n2c(C)cn(C(=O)c3ccccc3)c2=S)cc1	-15	nt
Cc1ccc(-n2c(Cc3cccn3C)nnc2SCC(=O)NCc2ccco2)cc1	-10	-4
CCOC(=O)c1ccc(N=CC2=C(O)CC(C)(C)CC2=O)cc1	-7	-3
Cc1cc(C)n(CC(=O)N/N=C/c2ccc(C)o2)n1	1	nt
COc1ccc(C(=O)NC2(C(F)(F)F)C(=O)N(Cc3ccco3)C3=C2C(=O)CC(C)(C)C3)cc1OC (centres undefined)	-10	nt
CCOc1cc2[nH]c(=S)n(CCCN(CC)CC)c(=O)c2cc1OCC	-12	nt
COc1cccc(-n2c(SCC(=O)N3CCOCC3)nc3c([nH]c4ccccc43)c2=O)c1	3	nt
O=C(NCc1cccs1)C1CCCN1C(=O)NC1CCCCC1 (centres undefined)	8	-6
COCc1cc(=O)n2[nH]c(-c3ccccc3)cc2n1	9	-1
O=C(Nc1ccccc1NC(=O)c1ccco1)c1ccco1	7	-4
CCCc1[nH]nc2c1C(c1ccc(OC)c(Cn3nnc4ccccc43)c1)C(C#N)=C(N)O2 (centres undefined)	20	-31
O=S(=O)(c1cccc(S(=O)(=O)N2CCC(N3CCCCC3)CC2)c1)N1CCOCC1	nt	0
O=C(O)C1CCCCN1S(=O)(=O)c1cccc2nsnc12 (centres undefined)	nt	-11
CC(=O)c1ccc(NC(=O)Nc2ccc(NS(=O)(=O)c3ccc(C)cc3)cc2)cc1	-10	nt
Cc1nc2cc(C(F)(F)F)ccc2n1C1CCN(CC(=O)N2CCOCC2)CC1	1	0
Brc1ccc(-c2nnc3ccc(N4CCN(c5ccccc5)CC4)nn23)cc1	-9	37
COC(=O)C1=C(C(=O)OC)[C@@H]2N(C)c3ccccc3[C@@]23C[C@@H](C(=O)OC)N(C(=O)c2ccco2)C3=N1	-7	nt

Compounds above that have fluorine, in the order listed:
SMILES	RmlCD inh mix	RT RNaseH block
O=C(Cn1nc(C(F)(F)F)c2c1CCCC2)NCc1ccco1	5	1
COc1ccc(C(=O)NC2(C(F)(F)F)C(=O)N(Cc3ccco3)C3=C2C(=O)CC(C)(C)C3)cc1OC (centres undefined)	-10	nt
Cc1nc2cc(C(F)(F)F)ccc2n1C1CCN(CC(=O)N2CCOCC2)CC1	1	0

Further structures.
SMILES	RmlCD inh mix	RT RNaseH block
CCCOC(=O)c1sc2nc3c(cc2c1N)C(=O)CCC3	-5	-10
C[C@H]1CC[C@]2(O[C@H](CCO)C[C@@H](O)[C@@H]2O)O1	-12	nt
Cc1[nH]c(=O)[nH]c(=O)c1S(=O)(=O)Nc1ccc(Oc2ccccc2)cc1	-3	-8
COc1cccc(C(=O)Nc2cccc(OC(C)=O)c2)c1	31	-16
OCCOCCn1c2ccccc2c2ccccc21	-10	-13
O=C(N/N=C\c1ccccn1)C1COc2cc3ccccc3cc2O1 (centres undefined)	-19	nt
CCN1CCN(c2nc3ccccc3nc2C(C#N)C(=O)OC2CCCCC2)CC1 (centres undefined)	16	7
CC1(c2ccc3c(c2)OCO3)NC(=O)N(CC(=O)Nc2ccc(N3CCOCC3)cc2)C1=O (centres undefined)	14	2
COc1ccc(-c2cccc(C3CC=CC4C3C(=O)N(Cc3ccccc3)C4c3ccc4ccccc4c3)c2)cc1 (centres undefined)	-11	nt
C=CCn1c(C)cc(C(=O)CSc2nnc(Cc3ccccc3)o2)c1C	-14	-50
COCCNC(=O)c1ccc(Cn2c(=S)[nH]c3cc4c(cc3c2=O)OCO4)cc1	-9	-31
COCCn1cnnc1SCC(=O)Nc1ccccc1C(=O)Nc1ccc2c(c1)OCO2	-14	7
CS(=O)(=O)N1CCCC(C(=O)NCc2ccccn2)C1 (centres undefined)	-12	-8
CC1(C)CN=C(Nc2ccc(F)c(F)c2)S1	-4	-14
O=c1nc2n(c3ccc(Br)cc13)CCS2	3	nt
CCOC(=O)c1cnc(SC)nc1Oc1cccc(NS(=O)(=O)c2ccc(F)cc2)c1	11	nt
CCC(=NC(C)c1ccccc1)c1c(O)n(C)c(=O)n(C)c1=O (centres undefined)	20	-5
CC(C)NS(=O)(=O)c1ccc(N2C(=O)c3ccccc3C2=O)cc1	0	nt
CC1=NN(c2ccccc2)C(=O)C1(C)C	5	nt
CCOC(=O)C(C)Sc1nnc(Cn2c(=O)sc3ccccc32)n1-c1ccccc1 (centres undefined)	nt	-3
COc1cccc2c1N1C(=O)c3c(C(=O)O)cccc3C1CC2(C)C (centres undefined)	13	4
COc1ccc(/C=C/c2c([N+](=O)[O-])c(=O)n(C)c(=O)n2C)cc1O	-8	nt
O=C(CSc1nccn1-c1ccccc1)Nc1ccc2c(c1)OCO2	0	-28
CCCCCOC(=O)Nc1nnc(CCC)s1	-11	2
COc1ccc(/C=C2\NC(=S)N(CC3CCCO3)C2=O)c(OC)c1 (centres undefined)	-16	nt

Random excerpt: 2 entries already listed.
SMILES	RmlCD inh mix	RT RNaseH block
Cc1ccc(-n2c(Cc3cccn3C)nnc2SCC(=O)NCc2ccco2)cc1	-10	-4
CCN1CCN(c2nc3ccccc3nc2C(C#N)C(=O)OC2CCCCC2)CC1 (centres undefined)	16	7

Next section:
SMILES	RmlCD inh mix	RT RNaseH block
c1ccc2c(N3CCCC3)nc(-c3ccncc3)nc2c1	2	-24
Cc1cc(Cl)ccc1OC(C)C(=O)N1CCCN(C(=O)C(C)Oc2ccc(Cl)cc2C)CC1 (centres undefined)	-1	nt
CCC(C)NC(=O)CO/N=C/c1ccc(C(=O)OC)cc1 (centres undefined)	4	nt
CC1CCC(NC(=O)Cn2ncc3ccccc32)CC1 (centres undefined)	-7	-12
O=c1cc(N2CCOCC2)[nH]c(=O)n1Cc1ccc(F)cc1	-1	6
CCCOc1cccc(-c2nnc(N)s2)c1	-4	-12
CN(C)c1cccc(C(=O)Nc2ccc3nc4n(c(=O)c3c2)CCCCC4)c1	-11	nt
O=C(Cc1ccccc1)Nc1ccc(C(=O)O)cc1	-11	-8
CCOC(=O)N1CCN(C(=O)c2ccc(N(Cc3ccc(C)cc3)S(C)(=O)=O)cc2)CC1	9	nt
CCOC(=O)CN1C(=O)NC(C)(c2ccc(OC(F)F)cc2)C1=O (centres undefined)	-3	-14
Nc1nnnn1/N=C/c1cccc(Oc2ccccc2)c1	-16	5
C/C(CC(=O)Nc1cccc2c1CCCC2)=N\NC(=O)c1ccccc1N	-3	nt
CCOc1cc(C2NCc3ccccc3-n3cccc32)ccc1O (centres undefined)	nt	-12
O=S(=O)(NCc1ccccc1Br)c1cccs1	6	-67
CSc1nc(N2CCOCC2)c2c3c(sc2n1)CCCC3	-6	-40
CCN(C(=O)C1CCN(S(=O)(=O)c2cccc3nonc23)CC1)c1ccccc1	12	nt
Cc1ccc(S(=O)(=O)Oc2cccc(N3C(=O)C4CC=CCC4C3=O)c2)cc1 (centres undefined)	0	nt
CCOc1ccc2nc(SC3CC(=O)N(c4ccc(C)cc4)C3=O)sc2c1 (centres undefined)	?	nt
COc1ccc(-n2c(=O)c3c4c(sc3n(CC(=O)NCc3ccco3)c2=O)CCC4)c(OC)c1	-15	nt
COc1ccc(-n2nc3ccc(NS(C)(=O)=O)cc3n2)cc1Cl	20	-4
Cc1cc(C)c2nc(NNC(=O)c3ccc(S(=O)(=O)N4CCCCC4)cc3)sc2c1	2	nt
CCOC(=O)c1c(C)c(C(=O)Nc2cc(OC)ccc2OC)c(C)n1CC	3	-8
Cc1ccc(NS(=O)(=O)c2ccc(NC(=O)c3cccs3)cc2)cc1	-6	nt
CCNC(=S)NNC(=O)Cn1nc(C)cc1C	-10	nt
O=C(Nc1cccnc1)c1ccc(CN2CCc3ccccc3C2)cc1	-9	-6

Remaining list, next part.
SMILES	RmlCD inh mix	RT RNaseH block
O=C(Nc1cccnc1Cl)c1cccnc1Cl	-12	nt
O=C(Nc1cccc(-c2cn3cccnc3n2)c1)c1ccco1	33	-1
CN(C)C(=O)Oc1ccc(Cl)c2ccccc12	-20	-23
Cc1cc2cc3c(N)[nH]nc3nc2cc1C	14	nt
CCOC(=O)Cn1c(=O)n(C2CCCC2)c(=O)c2ccccc21	-13	-10
Cc1c(O)c(=O)ccn1C	9	nt
CC1CN/C(=C\C(=O)c2ccccc2)C(=O)N1 (centres undefined)	-7	nt
COc1ccc(CNc2oc(COc3ccccc3)nc2C#N)cc1	nt	-78
Cc1ccc2c(c1)C1CCCC3C1N2CC(=O)N3Cc1ccccc1 (centres undefined)	22	12
CC1CC(N(C(=O)c2ccc(Cl)cc2)c2ccccc2)c2ccccc2N1C(=O)c1ccco1 (centres undefined)	0	nt
Cc1nn(C)c(C)c1S(=O)(=O)NC1CCCc2ccccc21 (centres undefined)	9	-10
CN(CCc1ccccn1)Cc1ccc(Cl)cc1	13	-5
Cc1ccc(CNc2nc3ccccc3n3nnnc23)cc1	-109	-6
Cc1ccc(-c2nc(N/N=C/c3cccnc3)c3ccccc3n2)cc1	-8	nt
Cc1ccc(N(C(=O)CC2NC(=O)NC2=O)C2(C(=O)NC3CCCC3)CCCCC2)cc1 (centres undefined)	nt	-8
CC(C)OCCCNC(=O)c1c(N)n(CC2CCCO2)c2nc3ccccc3nc12 (centres undefined)	-11	-19
O=C(Nc1cccnc1)c1cc(-c2ccc(Br)cc2)on1	18	16
Cc1c(O)ccc(C(=O)COc2ccc(F)cc2)c1O	-2	nt
O=C(Nc1sc2c(c1C(=O)O)CCC2)c1ccccc1	17	nt
Cc1ccc(Nc2nc(C(=O)NCCCN3CCOCC3)cs2)cc1	-10	-1
CCO/C(=C/c1sc2ccc(OC)cc2[n+]1CCCS(=O)(=O)[O-])CC	15	nt
O=C(N/N=C/C=C/c1ccc([N+](=O)[O-])cc1)c1cccs1	10	nt
Cc1occc1C(=O)Nc1ccc2ccccc2c1	-16	-4
COC(=O)Cc1cc(=O)[nH]c(/N=C(\N)Nc2ccc(C)cc2)n1	9	nt
C=CCN1C(=O)NC(=O)C(Cc2ccc(OC)c(OC)c2)C1=O (centres undefined)	11	1

Full records from above. Screens in order: RmlCD inh mix, RT RNaseH block
Record of CCOC(=O)Cn1c(=O)n(C2CCCC2)c(=O)c2ccccc21 = -13, -10
Record of O=C(Nc1cccc(-c2cn3cccnc3n2)c1)c1ccco1 = 33, -1
Record of CCO/C(=C/c1sc2ccc(OC)cc2[n+]1CCCS(=O)(=O)[O-])CC = 15, nt
Record of CC(C)OCCCNC(=O)c1c(N)n(CC2CCCO2)c2nc3ccccc3nc12 (centres undefined) = -11, -19

Continued.
SMILES	RmlCD inh mix	RT RNaseH block
N#CCSc1nnc(-c2cccnc2)n1-c1ccccc1	-9	-1
Cc1ccc(C)n1NC(=O)c1ccc(Cl)cc1Cl	nt	6
CNC(=O)C1CC(=O)N(Cc2ccccc2)C(=Nc2ccc(OC)cc2)S1 (centres undefined)	-10	3
COc1ccc(CCN2C(=O)c3[nH]nc(-c4ccccc4O)c3C2c2cccc(O)c2)cc1OC (centres undefined)	6	15
Cc1cc(C)c(C#N)c(N2CCSCC2)n1	-5	-33
COCCN1C(=O)C(=O)/C(=C(/O)c2ccc(S(=O)(=O)N3CCOCC3)cc2)C1c1ccc(C(C)C)cc1 (centres undefined)	-3	nt
Cc1ccc(S(=O)(=O)N2CCOCC2)cc1NC(=O)COC(=O)CCC(=O)c1cccs1	-7	nt
Cc1sc2ncnc(SCC(=O)N3CCCC3=O)c2c1C	-3	31
O=C(OC1CCOC1=O)c1cncc(Br)c1 (centres undefined)	4	-28
Cc1nc(C(=O)N(C)C)nn1-c1ccc(Cl)cc1Cl	-1	nt
C=CCN(CC=C)S(=O)(=O)c1ccc(NC(=S)NC(=O)/C=C/c2ccccc2)cc1	-8	nt
CCOC(=O)/C(=N/Nc1ccccc1)c1csc(Nc2ccccc2)n1	0	nt
NC(=O)C1CCN(c2ncnc3c2c(-c2ccccc2)cn3-c2ccccc2)CC1	6	-32
CC(C)OC(=O)c1c(N)n(Cc2ccco2)c2nc3ccccc3nc12	34	9
COc1ccc(N2CC(C)Cn3c2nc2c3c(=O)n(CCc3ccccc3)c(=O)n2C)cc1 (centres undefined)	-7	8
CNc1ccccc1C(=O)OCC(C)=O	1	nt
O=C1C2=C(c3ccccc31)[N+](=O)C1CCCCC1N2[O-] (centres undefined)	2	nt
COc1ccc(NC(=O)Cn2nnc(C(=O)NCCc3ccc(OC)c(OC)c3)c2N)cc1	2	nt
CC1(C)C2CCC1(C)C(OC(=O)CCn1ccnc1)C2 (centres undefined)	12	11
CCCN(CCO)Cc1ccc(F)c(Br)c1	-13	-12
CCOC(=O)c1c(C)c(C(=O)N2CCCCCC2)c(C)n1CC	-12	3
COc1cc2c(cc1OC)C(C)N(Cc1ccc3c(c1)OCO3)CC2 (centres undefined)	-5	nt
N#CCSc1ccsc1C(=O)Nc1ccc(F)cc1	42	nt
COc1ccc(C(=O)CSc2cc(C)nc(SCC(=O)c3ccc(C)cc3)n2)cc1	-15	nt

Structures shown so far with a nitro group on carbon:
SMILES	RmlCD inh mix	RT RNaseH block
COc1ccc(/C=C/c2c([N+](=O)[O-])c(=O)n(C)c(=O)n2C)cc1O	-8	nt
O=C(N/N=C/C=C/c1ccc([N+](=O)[O-])cc1)c1cccs1	10	nt

Screening results: PubChem BioAssay, several laboratories
